Source: PubChem BioAssay
Pin1 inhibitor: human Pin1 inhibition; Q13526; AID 504891; Potency, µM (titrated, usually from 115 µM), for inactives: at the top dose activity, negative = inhibition, actives largely listed as inhibitors; hit rate 0.009% among 390,000; Pin1 FP peptide displacement, HiFluor488, 10 min; active means well fitted inhibition curve with a large enough effect in the polarisation, with a control signal flat, not every such curve was filed as active; inconclusive means small, poorly fitted or top-dose-only effect, or effect the other way, or a change in a side signal; inactive means no such curve, though single readings can be large or run the other way; the % refers to the polarisation; further: on the % scale 0 is the no-effect control and ±100 the full control effect
Target sequence (Q13526 whole entry, looked up): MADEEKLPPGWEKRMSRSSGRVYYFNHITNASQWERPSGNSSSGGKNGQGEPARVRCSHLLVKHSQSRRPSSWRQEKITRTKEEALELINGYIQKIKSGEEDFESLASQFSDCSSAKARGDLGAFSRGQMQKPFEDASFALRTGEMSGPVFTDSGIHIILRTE
PGK inhibitor: blocks T. brucei phosphoglycerate kinase. P07378. PGK/GAPDH coupled, Kinase-Glo luminescence, 60 min. hit rate 0.043% among 380,000. Potency, µM (doses to about 57.5 µM), for inactives: at the top dose activity change, negative = inhibition, hits mostly inhibitors; further: on the % scale 0 is the no-effect control and ±100 the full control effect; nearly all actives have a fitted effect of over 60% in size
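Recombinant glycosomal PGK reaction used 1,3-bisphosphoglycerate generated in-well by GAPDH (100nM final) in 100mM TEA pH 7.6, 5mM MgCl2, 0.01% Tween-20. After 60 minutes at room temperature, ATP was read by Kinase-Glo Plus luminescence end-point.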
rTrxR1 inhibitor: rat TrxR1 inhibition; O89049; recombinant rTrxR1, NADPH fluorescence consumption, selenite substrate; Potency, µM (series often up to 114 µM), for the others: at the top dose activity change, negative = inhibition, actives largely listed as inhibitors; hit rate 1% among 390,000; AID 588453; further: on the % scale 0 is the no-effect control and ±100 the full control effect; nearly all actives have a fitted effect of over 65% in size
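Rat TrxR1 (90 nM in the dispensed reagent) was pre-reduced with 400 uM NADPH for 5 min at room temperature, then incubated with compound for 15 min. After 400 uM selenite was added, NADPH fluorescence (Ex 340/Em 450 nm) was followed for 8 min.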
HP1b chromo inh: HP1-beta chromodomain-methylated histone interaction inhibition. P83916. AlphaScreen HP1-beta / biotin-H3K9me3 peptide binding. Potency, µM (highest dose often 114 µM), for the others: top-dose activity change, negative = inhibition, usual class: inhibitors. hit rate 0.56% among 390,000. AID 540317; further: nearly all actives have a fitted effect of over 70% in size; inactives centre near 23
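Compound inhibition of the preformed complex between 50 nM HP1-beta and 50 nM biotinylated H3K9me3 peptide was read by AlphaScreen. Buffer was PBS pH 7.4 with 0.01% Tween-20. Incubations ran 30 min at room temperature, with 10 ug/mL donor/acceptor beads.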
JMJD2A Tudor inh: blocks the human JMJD2A Tudor domain; Potency, µM (highest dose often 114 µM), without a hit: at the highest dose activity change, negative = inhibition, usual class: inhibitors; O75164; AlphaScreen JMJD2A-Tudor / H3K4me3 peptide binding; hit rate 4.4% among 390,000; further: on the % scale 0 is the no-effect control and ±100 the full control effect; nearly all actives have a fitted effect of over 50% in size
RGS4 inhibitor: blocks human RGS4-accelerated GTP hydrolysis; P49798; Transcreener GDP fluorescence polarization, RGS4-accelerated GTP hydrolysis; Potency, µM (doses to about 114 µM), for inactives: at the highest dose activity change, negative = inhibition, actives largely listed as inhibitors; hit rate 0.039% among 390,000; AID 504845; further: on the % scale 0 is the no-effect control and ±100 the full control effect; nearly all actives have a fitted effect of over 75% in size; some results filed as inactive show a strong effect at the top dose
Target sequence (P49798 whole entry, looked up): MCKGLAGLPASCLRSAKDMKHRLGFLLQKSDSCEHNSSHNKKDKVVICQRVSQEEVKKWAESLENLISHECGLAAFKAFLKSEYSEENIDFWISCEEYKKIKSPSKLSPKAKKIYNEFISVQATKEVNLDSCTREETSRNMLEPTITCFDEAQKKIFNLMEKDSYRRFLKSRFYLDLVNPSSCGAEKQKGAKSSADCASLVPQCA
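MLSMR compounds (23 nl, pin-transferred) preincubated 10 min at room temperature with a 500nM (2x) first reagent, then RGS4 at 900nM (2x) plus Transcreener GDP mix added; fluorescence polarization (620/688 nm) read before and after 90 min at 30 °C.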
GLS inh: blocks human kidney-isoform glutaminase activity; O94925; GLS enzymatic activity, qHTS titration; Potency, µM (series often up to 45.5 µM), for the others: at the top dose activity change, negative = inhibition, usual class: inhibitors; hit rate 0.21% among 410,000; further: on the % scale 0 is the no-effect control and ±100 the full control effect
Target sequence (O94925 whole entry, looked up, canonical isoform): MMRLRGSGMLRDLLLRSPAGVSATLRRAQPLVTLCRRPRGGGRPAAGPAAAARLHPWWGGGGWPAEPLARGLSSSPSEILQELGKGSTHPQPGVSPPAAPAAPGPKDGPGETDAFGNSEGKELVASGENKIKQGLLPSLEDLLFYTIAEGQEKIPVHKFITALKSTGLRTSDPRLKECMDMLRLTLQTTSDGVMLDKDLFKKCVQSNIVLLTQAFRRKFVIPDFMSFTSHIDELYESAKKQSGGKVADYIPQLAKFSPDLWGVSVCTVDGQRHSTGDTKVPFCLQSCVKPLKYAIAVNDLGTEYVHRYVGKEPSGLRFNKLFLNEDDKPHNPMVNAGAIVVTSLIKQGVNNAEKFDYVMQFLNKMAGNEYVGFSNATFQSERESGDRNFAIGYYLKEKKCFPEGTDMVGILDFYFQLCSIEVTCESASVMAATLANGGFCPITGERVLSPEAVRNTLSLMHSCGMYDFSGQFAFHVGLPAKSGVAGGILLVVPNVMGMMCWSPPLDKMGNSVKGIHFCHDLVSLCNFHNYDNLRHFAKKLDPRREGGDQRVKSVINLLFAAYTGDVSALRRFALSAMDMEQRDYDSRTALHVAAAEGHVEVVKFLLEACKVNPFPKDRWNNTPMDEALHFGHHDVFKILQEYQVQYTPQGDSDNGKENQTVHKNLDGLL
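Coupled fluorescence readout: glutamate oxidase/HRP/Amplex Red detect glutamate formed by hKGA from L-glutamine (1 mM solution added). Buffer 45 mM KH2PO4 pH 8.2, 0.02% Tween-20; reads at t0 and 30 min RT.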
12-LOX inh: inhibitors of human 12S-lipoxygenase ALOX12; P18054; purified 12hLO, xylenol orange hydroperoxide absorbance; Potency, µM (highest dose often 108 µM), without a hit: at the highest dose activity change, negative = inhibition, hits mostly inhibitors; hit rate 1.1% among 580,000; further: on the % scale 0 is the no-effect control and ±100 the full control effect
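Purified human 12hLO at 150 nM in 25 mM Hepes, 0.01% Triton X-100, pH 7.0, preincubated 15 min at room temperature with compound. Reaction started with 40 uM arachidonic acid, 30 min at room temperature. Hydroperoxide measured by Fe-xylenol orange, 573/405 nm absorbance ratio.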
ERG-DNA inh: ERG Ets/DNA interaction inhibition; P11308; fluorescence polarization, His-ERG Ets domain / labelled DNA; Potency, µM (series often up to 76.9 µM), inactives show at the top dose FP activity, negative = inhibition, actives largely listed as inhibitors; hit rate 0.028% among 370,000; AID 624246; active means well fitted inhibition curve with a large enough effect in the polarisation, with a control signal flat; inconclusive means small, poorly fitted or top-dose-only effect, or effect the other way, or a change in a side signal; inactive means no such curve, though single readings can be large or run the other way; the % refers to the polarisation;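 further: polarization taken with two DNA probes labelled with fluorescein and Texas red; % of control where 0% means no effect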
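His-tagged ERG Ets domain (1 uM in the protein solution; 300mM KCl, 50mM Tris-HCl, 1mM EDTA, 1mM DTT, pH 7.5) received compound, then a probe mix of 5 nM fluorescein-DNA and 100nM Texas-615-DNA. Fluorescence polarization was read for both dyes.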
Active calls of the source: *; i = inactive; ? = inconclusive; / = no result given; & = joins results of further samples; [ ] = remark or other dose. Unless noted, the call rests on the fitted dose curve; in most records, active means well fitted curve in the direction sought with a large enough effect; inconclusive means small, poorly fitted or top-dose-only effect, or another doubt; inactive means no such curve, though single readings can be large; an effect the other way counts as inactive or inconclusive. Potency means the concentration at half of the fitted maximal effect. Some of the compounds tested (hit frequency here may not be typical).

SMILES | Pin1 inhibitor | PGK inhibitor | rTrxR1 inhibitor | HP1b chromo inh | JMJD2A Tudor inh | RGS4 inhibitor | GLS inh | 12-LOX inh | ERG-DNA inh
CC(=O)N1CCN(c2nnc(-c3ccccc3)c3ccccc23)CC1 | -14% | -1% | 5% | 18% | -10% | 8% | -12% | 12% | ?
CN(C)c1ccc(/C=N/NC(=O)c2ccccc2)cc1 | -11% | -25% | 2% | 28% | -17% | -32% | 0% | 15% | 0%
Cc1nc(NC(=O)COC(=O)CCC(=O)c2cccs2)c(Cl)cc1Cl | 1% | 12% | -6% | 26% | -23% | 16% | -1% | -18% | -4%
COC(=O)Cc1c(O)ccn(CCc2ccc(OC)c(OC)c2)c1=O | 17% | -2% | 12%[57.1 µM] | 35% | -3%[57.1 µM] | -19% | -5% | -14% | 6%
O=C(Nc1ccncc1)Nc1ccc(Cl)cc1Cl | 2% | 12% | 15% | 23% | -2% | 11% | 6% | 58% | -1%
CSc1ncccc1C(=O)OCC(=O)N1CCN(C(=O)c2ccco2)CC1 | -14% | -9% | 7% | 36%[activator] | -4% | 13% | 2% | 7% | -1%
Cc1occc1-c1nnc(SCC(=O)N2CCCc3ccccc32)n1Cc1ccco1 | 0% | i | -5%[11.4 µM] | 9% | -24% | -53% | 5% | 0% | -3%
CC(=O)c1ccc(NC(=O)CSc2nnc(N)s2)cc1 | -4% | 2% | 7% | 16% | -8% | 16% | 2% | ? | -18%
O=C(Nc1ccc2ccccc2c1[N+](=O)[O-])c1ccccc1 | -5% | 3% | -13% | 2% | ? | -8% | 8% | -18% | -4%
COc1ccc(-c2ccc(NS(=O)(=O)c3ccc(OC)c(OC)c3)cc2)nn1 | 10% | -1% | 18%[57.1 µM] | 23%[57 µM] | -11% | -35% | 1% | -8% | -9%
Cc1ccc(NC(=O)C(CC(C)C)NC(N)=O)cc1 (configuration not stated) | 4% | 0% | 8%[57.1 µM] | 20% | 0% | 7% | 13% | 10%&-5% | -3%
O=C1C2C3C=CC(C2C(=O)N1c1nccs1)C1C(=O)N(c2nccs2)C(=O)C31 (configuration not stated) | -5% | i | 24%[57.1 µM] | -12% | 3% | -12% | 0% | -2% | -1%
Cc1cc(OCc2cc(C(=O)N3CCN(C)C(=O)[C@@H]3C)no2)cc(C)c1Cl | -2% | 1% | -2% | 20% | -15% | 8% | -12% | -11% | 1%
CCOC(=O)c1ccccc1NC(=O)c1cccs1 | -1% | 5% | -9% | 39%[activator] | -2% | -14% | 2% | 1% | -11%
COc1ccc(N(CC(=O)N/N=C/c2ccc(-c3ccc([N+](=O)[O-])cc3)o2)S(=O)(=O)c2ccc(C)cc2)cc1Cl | ? | -8% | -6% | 6% | -24% | -36% | 5% | 100%[activator] | 8%
CCOc1ccc(CCNS(=O)(=O)c2ccc3c(c2)N(C(C)=O)CCO3)cc1OCC | -5% | 7% | 19% | 34% | 3% | 7% | -3% | 27% | -3%
CCOC(=O)C(C(=O)Cc1ccccc1)c1ccccc1 (configuration not stated) | -9% | i | 17% | 68%[activator] | 53%[activator] | -8% | 4% | -10% | -5%
CCOc1ncccc1C(=O)OCc1c(F)cccc1Cl | 2% | -3% | 16%[57.1 µM] | 109%[activator] | 116%[activator] | 28% | -7% | 1% | -18%
CCc1ccc(NC(=O)CC2C(=O)N(c3cccc(OC)c3)C(=O)N2Cc2ccco2)cc1 (configuration not stated) | -9% | -7% | -25% | 26% | -24% | 14% | -1% | -25% | -4%
Cc1ccc2sc(N3CCN(C(=O)C4=COCCO4)CC3)nc2c1C | -2% | -1% | 10% | 2% | -11% | -12% | 6% | 6% | -5%
O=C(CSc1nnc(CNC(=O)c2cccs2)o1)NCc1ccc(F)cc1 | 2% | -4% | 3% | 29% | -9% | -14% | 3% | 33%[activator] | -3%
COc1ccc(C(=O)O)cc1S(=O)(=O)N1CCCc2ccccc21 | -15% | / | 6% | 38% | -13% | 6% | 11% | 0% | 7%
COc1ccc(/C(N)=N/OC(=O)C2CCCCC2)cc1 | -2% | i | 31% | 82%[activator] | 29% | 6% | 4% | 0% | 6%
O=C(CC(c1ccccc1)c1cc(Br)ccc1O)N1CCCCC1 (configuration not stated) | 2% | -7% | 15% | 4% | -31% | 10% | 8% | -13% | -1%
CCOC(=O)C1=C(C)C(c2ccccc2OC)NC(=S)N1 (configuration not stated) | -2% | -5% | -6% | 32% | -11% | -51% | 7% | 0% | -5%

New compounds follow
SMILES | Pin1 inhibitor | PGK inhibitor | rTrxR1 inhibitor | HP1b chromo inh | JMJD2A Tudor inh | RGS4 inhibitor | GLS inh | 12-LOX inh | ERG-DNA inh
COc1ccc(-c2c(=O)n(OC)c3ccccc3[n+]2[O-])cc1OC | -22% | -10% | -6% | -10% | -22% | 8% | 1% | 57%[activator] | -3%
Cc1ccc(S(=O)(=O)N2CCN(C(=O)Cc3sc(C)nc3-c3ccc(F)cc3)CC2)c(C)c1 | 12% | 14% | -4% | 29% | -26% | -29% | 6% | ? | -1%
O=C(Nc1nnc(-c2ccncc2)o1)c1cccc(N2C(=O)CCC2=O)c1 | 1% | -3% | 14%[57.1 µM] | 22% | 6.3µM* | -12% | 0% | -25% | -1%
Cc1ccc(S(=O)(=O)N2CCN(C(=O)c3ccccc3Cc3ccccc3)CC2)c(C)c1 | 1% | -10% | 18% | 30% | -14% | 2% | -9% | -16% | 14%
Cc1ccc2sc(N(CCCN(C)C)C(=O)c3ccc(S(=O)(=O)N4CCc5ccccc5C4)cc3)nc2c1C | -3% | -4% | -2%[57.1 µM] | 23% | -10% | 7% | 1% | ? | 8%
CCN(CC(=O)Nc1c(F)cccc1F)C(=O)c1ccc(N2CCCC2)c([N+](=O)[O-])c1 | 0% | -2% | -7% | -1% | -26% | -28% | -2% | -2% | 12%
Cc1ccc2c(c1)c1n[nH]c(=S)nc1n2CCc1ccccc1 | 3% | / | -10% | 18% | -20% | -18% | -10% | 0% | 0%
COc1ccccc1CNC(=O)C1CCCN(S(=O)(=O)c2cccc3cccnc23)C1 (configuration not stated) | -13% | -8% | 12% | 37% | -17% | -9% | 0% | 181%[activator] | -7%
O=C1CCc2cc(S(=O)(=O)N3CCCCC3)cc3c2N1CC3 | -11% | -1% | 11%[57.1 µM] | 13% | -13% | 13% | -1% | -16% | -20%
C(=N\NC1=Nc2cccc3cccc1c23)/c1ccccc1 | ? | 1% | -3%[57.1 µM] | -11% | -29% | 8% | -13% | -15% | 27%
COC(=O)c1ccccc1NC(=O)Nc1cccc(OCc2cc(=O)n3cccc(C)c3n2)c1 | 1% | -3% | 5%[57.1 µM] | 43%[activator][57 µM] | -2% | -7% | -16% | -10% | -3%
CCn1c(CSc2nc(C)cc(C)n2)nnc1SCC(=O)Nc1nc(-c2ccccc2)cs1 | -1% | 0% | 0% | 12% | -8% | 24% | 2% | -16% | -5%
O=[N+]([O-])C(=C1SCCS1)C(=C(Cl)Cl)N1CCCCC1 | 0% | 6% | 2%[57.1 µM] | 25µM* | 35µM* | -6% | 4% | ? | -2%
C[C@@H](C(=O)NCCc1c[nH]c2ccccc12)[C@H]1C[C@]1(C)[C@H](NC(=O)OCc1ccccc1)c1ccccc1 | 15% | -1% | 15%[57.1 µM] | 21% | -33% | -9% | -5% | ? | -19%
COc1cccc(CN2C(=NC(=O)CCC3CCCC3)SC3CS(=O)(=O)CC32)c1 (configuration not stated) | 5% | i | 29%[57.1 µM] | 70%[activator] | ? | 0%[56.9 µM] | -21% | -4% | 9%
Cc1ccc(NC(=O)COC(=O)[C@@H]2CC(O)CN2S(=O)(=O)c2ccc3c(c2)OCCO3)cc1 (some centres not stated) | -4% | -2% | -8% | 13% | -11% | 17% | 23% | 14% | -11%[15.4 µM]
CCOc1ccc(-c2csc(-c3nc(-c4ccc(Br)s4)cs3)n2)cc1 | -13% | i | 17% | 8% | -10% | -8% | -3% | -15% | -2%
CC1(NC(=O)c2cccc(S(=O)(=O)N3CCN(c4ccc(F)cc4)CC3)c2)CCS(=O)(=O)C1 (configuration not stated) | -4% | 4% | -3% | 10% | -10% | -23% | 8% | -1% | 3%
COc1cc(NC(=O)c2cc3nc(C)cc(C)n3n2)c(OC)cc1Cl | 2% | -13% | 17%[57.1 µM] | 20% | -1% | -38% | -4% | 1% | -12%
Cn1c(=O)c2c(SCC(=O)NCc3ccco3)nc(-c3ccccc3)nc2n(C)c1=O | 3% | -15% | 18%[57.1 µM] | 21%[57 µM] | 6% | 3% | 0% | -8% | -2%
Cc1cccc(OCC(=O)NNC(=O)C2CCCCC2C(=O)O)c1 (configuration not stated) | -12% | -8% | 10% | 25% | -8% | 13% | 0% | 9% | 4%
CCOc1ccc(C2=Nn3c(nnc3-c3ccco3)SC2)cc1 | ? | -2% | -8% | 18% | -16% | 20% | -4% | -23% | 0%

An excerpt from above, reduced to GLS inh and HP1b chromo inh.
compound	GLS inh	HP1b chromo inh
COC(=O)c1ccccc1NC(=O)Nc1cccc(OCc2cc(=O)n3cccc(C)c3n2)c1	-16%	43%[activator][57 µM]
CCn1c(CSc2nc(C)cc(C)n2)nnc1SCC(=O)Nc1nc(-c2ccccc2)cs1	2%	12%
O=[N+]([O-])C(=C1SCCS1)C(=C(Cl)Cl)N1CCCCC1	4%	25µM*
